# T cell HTS = modulates CD8 T cell binding to vesicles | 2C CD8+ T cell-vesicle binding, flow cytometry; stronger effect = lower value | calls only at 7 µM | 330,000 tested, 0.068% active | AID 2052;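 active = response, share of CD8 T cells binding vesicles, and their 90th percentile fluorescence all below set limits, cut at about 80% in these data, passing the limit was not always enough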
#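 Material: 2C TCR transgenic mouse naive CD8+ T cells, MACS-purified. Also added: QL9-charged Drosophila Ld/ICAM-1/B7-1 vesicles. Timing: binding 1.5 h at 37 °C. Measured by: high-throughput flow cytometry with anti-B7-1 and anti-CD8 staining. Read-out: percent CD8+ FL2 mean versus row control. Controls: Unloaded micro-vesicles (low), QL9 vesicles with 0.7% DMSO (high).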
# GPR55 beta-arrestin = selective activators of receptor GPR55 – imaging, U2OS cells, beta-arrestin-GFP redistribution, primary screen (AID 1961). activation, % at 10 µM, or EC50 in µM where a hit was titrated. 290,000 tested, 0.048% active. U2OS GPR55 beta-arrestin-GFP redistribution imaging; higher % means a stronger effect;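 active = activation above 40% with more than 50 cells counted in the well; inconclusive = wells holding fewer than 50 cells, flagged as toxic or sparse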;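 note: U2OS osteosarcoma cells stably expressing GPR55 and beta-arrestin-GFP; plate controls were DMSO negative control for no effect and LPI positive control for full effect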
# KOR beta-arrestin-1 = kappa opioid receptor activators – cell-based, luminescence, uHTS, primary screen (AID 1777); KOR beta-arrestin recruitment, luminescence; higher % means a stronger effect; one-dose activation, % at 10 µM; EC50 in µM for titrated hits; 280,000 tested, 0.02% active; in the data active = activation above about 50%, passing the limit was not always enough; note: a part of the inactive calls stands beside numbers as strong as those of hits
# GPR35 arrestin U2OS = GPR35 antagonists blocking zaprinast-driven arrestin recruitment, primary screen, imaging, U2OS, beta-arrestin-GFP, zaprinast agonist (AID 2058); U2OS GPR35 beta-arrestin-GFP translocation imaging, zaprinast antagonism; higher % means a stronger effect; 290,000 tested, 0.052% active; inhibition, % at 10 µM, or IC50 in µM where a hit was titrated;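 active = inhibition of at least 50% with at least 30 cells and total cytoplasm GFP at most 10,000,000; inconclusive = under 30 cells or total GFP of 10,000,000 plus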
# West Nile antiviral = West Nile virus antiviral activity, cell-based, CPE readout (AID 1621). 290,000 tested, 0.02% active. CPE inhibition, % at 10 µM, or IC50 in µM where a hit was titrated. West Nile virus-infected cells, CPE inhibition; higher % means a stronger effect; in the data active = a potency from the dose series; inconclusive = CPE inhibition mostly from about 3.7% at the one dose, without a potency; inactive = the rest, 99 in 100 with CPE inhibition below about 2.2%; note: strong numbers were not always called active
# NTR1 ag = NTR1-driven beta-arrestin-GFP spot formation – imaging, U2OS cells, high content, primary screen (AID 493036) | P30989 | activation, % at 20 µM | agonist mode | 330,000 tested, 0.17% active;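 active = activation at or above 40% of the spot to cytoplasm intensity ratio, with at least 20 cells analyzed; inconclusive = wells under 20 cells, flagged as cytotoxic or low count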;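 note: 0% = DMSO without peptide and 100% = 100 nM NTR1 peptide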
# Target sequence (P30989 whole entry, looked up): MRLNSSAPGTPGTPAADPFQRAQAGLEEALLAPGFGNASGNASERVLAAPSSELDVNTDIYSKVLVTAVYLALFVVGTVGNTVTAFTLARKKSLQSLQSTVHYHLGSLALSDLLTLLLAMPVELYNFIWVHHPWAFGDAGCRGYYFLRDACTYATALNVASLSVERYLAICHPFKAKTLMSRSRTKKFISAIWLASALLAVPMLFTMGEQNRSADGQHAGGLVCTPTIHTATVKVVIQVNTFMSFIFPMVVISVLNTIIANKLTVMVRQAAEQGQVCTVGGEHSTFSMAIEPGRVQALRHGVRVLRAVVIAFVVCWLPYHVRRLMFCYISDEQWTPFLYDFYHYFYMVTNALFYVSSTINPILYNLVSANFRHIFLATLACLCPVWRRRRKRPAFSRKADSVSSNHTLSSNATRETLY
# KOR beta-arrestin-2 = kappa opioid receptor blockers – cell-based, luminescence, uHTS (AID 1778). KOR beta-arrestin recruitment, luminescence, antagonist mode; higher % means a stronger effect. inhibition, % at 10 µM, or IC50 in µM where a hit was titrated. 290,000 tested, 0.091% active; in the data active = inhibition above about 50%; note: strong numbers were not always called active
# PhoP inhibition = inhibitors of PhoP regulon expression, primary screen, Salmonella Typhimurium, GFP reporter (AID 1863). 300,000 tested, 0.16% active. inhibition, % at 50 µM, or IC50 in µM where a hit was titrated. S. Typhimurium PhoP-regulated promoter GFP reporter, 4 h; higher % means a stronger effect;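 active = inhibition over 29.93%, a cutoff 3 SD above the screen mean, later confirmed by dose response; inconclusive = inhibition over 29.93% but no dose response follow-up; inactive = inhibition at most 29.93% or unconfirmed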;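 note: 0% = low Mg2+ inducing control and 100% = high Mg2+ repressing control; strong numbers were not always called active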
# GPR55 antagonists = GPR55 antagonists blocking LPI-driven arrestin recruitment, primary screen, imaging, U2OS, beta-arrestin-GFP, LPI agonist (AID 2013) | U2OS GPR55 beta-arrestin-GFP translocation imaging, LPI antagonism; higher % means a stronger effect | one-dose inhibition, % at 10 µM; IC50 in µM for titrated hits | 290,000 tested, 0.13% active;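 active = spots per cell inhibited over 60%, with over 100 cells counted and total cytoplasm intensity under 500,000; inconclusive = wells with under 100 cells, flagged as likely toxic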;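 note: U2OS cells stably carrying GPR55 and arrestin-GFP stimulated by 5 µM LPI near EC80; imaged beta-arrestin-GFP aggregate spots per cell after agonist stimulation; plate controls were LPI-stimulated DMSO wells for no effect and DMSO wells without LPI for full effect; some results filed as inactive read as strong as hits; confirmed hits need IC50 under 10 µM and bright autofluorescent wells are also inconclusive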
# T cell HTS vesicle-bound % = also measured in T cell HTS; calls as there; double positive events, %; measured here: CD8+ vesicle-bound cell fraction;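 binding gate set so that unloaded-vesicle control wells show 10% double positive cells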
# NTR1 ag cell count 20 µM = also measured in NTR1 ag; calls as there; cell count; measured here: cell count, cytotoxicity flag
# * = called active by the depositor; i = inactive; ? = inconclusive; . = not tested or not shown; [ ] = remark or other dose.
SMILES,T cell HTS,T cell HTS vesicle-bound %,GPR55 beta-arrestin,KOR beta-arrestin-1,GPR35 arrestin U2OS,West Nile antiviral,NTR1 ag,NTR1 ag cell count 20 µM,KOR beta-arrestin-2,PhoP inhibition,GPR55 antagonists
COC(c1ccccc1)c1nc2ccccc2[nH]c1=O (centres undefined),i,38,0.0%,3.8%,-5%,-0.1%,5.7,76,-46%,7%,-6%
C#CCOc1ccc(C2C3=C(CC(C)(C)CC3=O)N(CC(=O)O)C3=C2C(=O)CC(C)(C)C3)cc1,i,52,0.6%,-5.2%,5%,0.0%,1.4,69,-3%,3%,10%
COc1ccc(Cl)cc1NC(=O)CN1C(=O)NC2(CCCC2)C1=O,i,25,-0.2%,0.0%,25%,-0.7%,-0.1,44,5%,4%,5%
COc1ccc(C2C=C(c3ccccc3)Nc3nc(NC(C)=O)nn32)cc1 (centres undefined),i,51,0.0%,6.1%,-7%,0.6%,-1.8,82,-15%,-8%,5%
CCOc1cc(-c2noc(N)c2C#N)cc(OCC)c1OCC,i,14,-0.1%,1.7%,-12%,.,1.2,93,-22%,-9%,11%
Cc1ccc(-c2nc3ccccc3n3c(C)nnc23)cc1,.,.,0.6%,1.3%,9%,-0.4%,.,.,11%,-8%,23%
CCOC(=O)c1ccc(NC(=O)CC2S/C(=N/N=C/c3c[nH]c4ccccc34)NC2=O)cc1 (centres undefined),i,42,0.1%,15%,-12%,0.7%,9.8,33,-21%,4%,6%
Cc1sc2ncnc(SCC(=O)N3CCC(c4noc5ccc(F)cc45)CC3)c2c1C,i,52,-0.1%,-4.9%,-2%,.,5.0,85,14%,12%,9%
O=C(COC(=O)CCOc1ccccc1)NCCC1=CCCCC1,i,6,-0.4%,-5.7%,-6%,0.0%,2.6,41,30%,1%,-12%
COc1ccccc1N1CCN(c2cc(=O)n(-c3ccc(Cl)cc3)c(=O)[nH]2)CC1,i,43,-0.1%,3.3%,-14%,0.1%,5.8,55,7%,.,-1%
Cc1ccc(C)c(NC(=O)CCN2CC(C)CC(C)C2)c1 (centres undefined),i,73,-0.2%,-4.6%,12%,-0.7%,0.2,46,0%[20 µM],1%,2%
Cc1nc2scc(-c3ccco3)c2c(=O)n1/N=C/N(C)C,i,12,0.3%,-3.4%,13%,0.0%,-0.5,45,26%,-3%,2%
COc1ccc(OC)c(CCNC(=O)CN2C(=O)COc3ccc(S(=O)(=O)N4CCOCC4)cc32)c1,i,42,-0.2%,1.0%,-2%,-0.5%,-0.1,54,-42%,-3%,-7%
CCCn1c(Sc2nnnn2-c2ccccc2)n[nH]c1=O,i,26,-0.1%,-1.3%,2%,1.1%,0.2,70,2%,13%,8%
NC(=O)c1ccc(-n2nnnc2SCc2ccc(F)cc2)cc1,i,47,-0.1%,-5.4%,1%,-0.4%,-0.4,53,38%,-2%,2%
O=C(CCNC(=O)C1CCN(S(=O)(=O)c2ccc(F)cc2)CC1)NCc1cccnc1,i,11,0.1%,-3.4%,-4%,-0.2%,2.9,56,-51%,-11%,12%
COCCNC(=S)N1CCC(C(=O)c2ccc(C)cc2)CC1,i,19,-0.3%,-2.5%,6%,-1.3%,0.7,55,-9%[20 µM],6%,-5%
O=C1CN(C(=O)NCC(=O)N2CCCC2)c2ccccc2N1,i,60,-0.1%,6.8%,0%,0.7%,0.3,60,-14%,-2%,1%
Cc1ccc(Oc2nc3c(c(=O)n(Cc4ccccc4F)c(=O)n3C)n2C)cc1,i,28,-0.1%,-1.6%,-9%,0.4%,6.2,86,-8%,-1%,12%
Cc1nonc1CC(=O)NC1CC(C)(C)Cc2c1cnn2-c1ccc(F)cc1 (centres undefined),i,12,-0.1%,2.8%,6%,-0.6%,-0.6,65,8%,-5%,17%
CC1Cc2ccccc2N1C(=O)COc1ccc2c(c1)OCO2 (centres undefined),i,34,0.5%,-2.3%,-4%,-0.5%,1.7,67,16%,5%,11%
Cc1ccc(NC(=O)CN2C(=O)NC(C)(c3ccc(Cl)cc3)C2=O)cc1 (centres undefined),i,23,-0.2%,1.7%,8%,-0.7%,9.8,61,-19%,-2%,?
CS(=O)(=O)NCCCNc1c(Cl)cccc1[N+](=O)[O-],i,29,0.6%,4.7%,10%,-0.2%,-0.5,67,9%,13%,5%
Cc1ccc(C(=O)NC(=S)NCc2cccnc2)cc1C,i,42,0.9%,-4.8%,9%,-1.1%,0.9,37,-9%,-10%,-5%
CCN(CC)C(=O)Nc1ccc(C(=O)OC)cc1,i,21,-0.1%,-3.9%,-5%,0.0%,1.1,49,-8%,0%,10%
CCOc1ccccc1N(CC(=O)Nc1cccc(OC)c1)S(=O)(=O)c1ccccc1,i,46,-0.2%,-0.4%,3%,-0.9%,0.2,62,-1%,-2%,8%
O=C(OCc1ccco1)c1cccnc1,i,20,0.2%,1.1%,-2%,-0.2%,-1.2,80,-1%,0%,9%
O=C(c1ccco1)N1CCN(Cc2nnnn2CCc2ccccc2)CC1,i,36,-0.2%,-4.5%,-2%,0.2%,0.3,59,7%,1%,-17%
COC(=O)CSc1ccccc1C(=O)OC,i,33,0.0%,0.9%,6%,0.0%,-0.7,58,-38%,12%,-3%
COC1(C)CC2C(CC1OC(=O)c1cc([N+](=O)[O-])cc([N+](=O)[O-])c1)C2(C)C (centres undefined),i,66,1.2%,17%,6%,1.0%,8.1,84,-17%,7%,12%
COc1ccc(NC(=O)CN(C)S(=O)(=O)c2ccc3c(c2)CC(C)N3C(C)=O)c(OC)c1 (centres undefined),i,14,0.3%,-0.8%,5%,-0.6%,0.0,58,-37%,-8%,-2%
CCOC(=O)C1=C(COc2ccccc2)NC(=O)NC1c1ccc(Cl)cc1 (centres undefined),i,21,-0.2%,3.6%,0%,-1.0%,3.2,98,-16%[20 µM],.,3%
CCOc1cc(NC(=O)C2CCCO2)c(OCC)cc1NC(=O)C1CC1 (centres undefined),i,33,-0.2%,-3.5%,4%,0.7%,3.3,78,-2%,1%,-6%
COC(=O)C1=C(C)NC(=O)NC1c1ccc(-c2ccc(F)cc2)o1 (centres undefined),i,37,-0.4%,-7.0%,12%,0.1%,-0.1,47,-1%,0%,6%
Cc1cc(S(=O)(=O)N2CCN(c3ccccc3C)CC2)ccc1F,i,61,-0.1%,-2.1%,1%,-0.2%,3.4,65,15%,-2%,-5%
O=C(Nc1cccc(NC(=O)c2ccccc2Cl)c1)c1ccc([N+](=O)[O-])o1,i,28,-0.2%,0.9%,-3%,?,1.7,43,-21%,-5%,7%
CS(=O)(=O)N(CCc1ccccc1)CC(=O)Nc1ccc(Br)cc1F,i,52,-0.2%,1.8%,-3%,-1.6%,1.2,58,-12%,-2%,-3%
O=C(NCC1CCCO1)C(=Cc1cccc([N+](=O)[O-])c1)C(=O)NCC1CCCO1 (centres undefined),i,20,0.0%,1.9%,-6%,16%,0.0,64,-22%,-3%,-3%
Cc1ccc2c(c1)c1nnc(SCC(=O)N3CCN(c4ccc(F)cc4)CC3)nc1n2CC(=O)O,i,45,0.1%,0.4%,-18%,.,-1.8,76,32%,-7%,0%
COc1ccc(-n2c(SCC(=O)NCc3cccs3)nnc2-c2ccoc2C)cc1,i,32,0.0%,0.1%,21%,.,0.3,55,34%,1%,30%

# An excerpt from above in order of SMILES length, low to high:
SMILES,T cell HTS,T cell HTS vesicle-bound %,GPR55 beta-arrestin,KOR beta-arrestin-1,GPR35 arrestin U2OS,West Nile antiviral,NTR1 ag,NTR1 ag cell count 20 µM,KOR beta-arrestin-2,PhoP inhibition,GPR55 antagonists
COC(=O)CSc1ccccc1C(=O)OC,i,33,0.0%,0.9%,6%,0.0%,-0.7,58,-38%,12%,-3%
O=C(Nc1cccc(NC(=O)c2ccccc2Cl)c1)c1ccc([N+](=O)[O-])o1,i,28,-0.2%,0.9%,-3%,?,1.7,43,-21%,-5%,7%
COC1(C)CC2C(CC1OC(=O)c1cc([N+](=O)[O-])cc([N+](=O)[O-])c1)C2(C)C (centres undefined),i,66,1.2%,17%,6%,1.0%,8.1,84,-17%,7%,12%

# More results:
SMILES,T cell HTS,T cell HTS vesicle-bound %,GPR55 beta-arrestin,KOR beta-arrestin-1,GPR35 arrestin U2OS,West Nile antiviral,NTR1 ag,NTR1 ag cell count 20 µM,KOR beta-arrestin-2,PhoP inhibition,GPR55 antagonists
CCn1cc(C(=O)NC(C)C2CC3CCC2C3)cn1 (centres undefined),i,39,-0.2%,-2.7%,9%,-0.3%,-0.4,57,7%,-6%,6%
Cc1ccc(C)c(N2CCN(C(=O)Cc3cn(C)c4ccccc34)CC2)c1,i,35,-0.1%,0.2%,0%,-0.8%,1.9,83,-2%,-6%,8%
CC1=C(C(=O)OCc2ccccc2)C(c2ccccc2OS(=O)(=O)c2ccccc2[N+](=O)[O-])NC(=O)N1CCCC(=O)O (centres undefined),i,15,.,.,.,-0.2%,-0.1,63,.,2%,.
O=[N+]([O-])c1ccc(O)c(C=Nc2ccc3c(c2)OCCO3)c1,i,13,-0.2%,0.5%,4%,0.1%,-0.3,43,-17%,-5%,0%
CCn1cc(C(=O)N[C@@H](CCSC)C(=O)NC(C)(C)CO)c(=O)c2cc3c(cc21)OCO3,i,50,-0.1%,0.7%,-2%,-0.2%,-2.2,42,-19%,0%,5%
COc1ccc(OC(=O)c2cc3cc(Cl)ccc3oc2=O)cc1,i,51,0.4%,0.2%,-9%,0.0%,-0.6,49,-7%,3%,-7%
S=c1[nH]nc(-c2ccn[nH]2)n1-c1ccccc1Cl,i,20,0.5%,4.8%,-10%,0.0%,-0.8,43,-7%,-17%,-8%
Cc1ccc(S(=O)(=O)N(C)C)cc1NC(=O)CCc1c[nH]c2ccccc12,i,24,0.0%,-2.5%,8%,1.0%,1.6,32,11%,8%,3%

# Quoted from the listing.
# `Cc1ccc(C)c(N2CCN(C(=O)Cc3cn(C)c4ccccc34)CC2)c1` | GPR35 arrestin U2OS: 0%
# `CCn1cc(C(=O)N[C@@H](CCSC)C(=O)NC(C)(C)CO)c(=O)c2cc3c(cc21)OCO3` | NTR1 ag cell count 20 µM: 42

# Bioassay records: PubChem, several laboratories

# Rows are unselected; 0.62% or so of the library scored in one or more.
